EP2 mod – EP2 receptor (human) modulation. P43116. EP2-expressing cells, cAMP HTRF FRET, PGE2 co-stimulation. induction, % at 25 µM. 260,000 tested, 0.83% active;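 active = compounds whose cAMP rise, as percent of the full-agonist control response, exceeds 60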;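 note: rat C6 glioma line stably carrying human EP2 under a CMV promoter; the protocol text gives 20 µM as final concentration; 100% = response of wells given 1 µM PGE2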
Target sequence (P43116 whole entry, looked up): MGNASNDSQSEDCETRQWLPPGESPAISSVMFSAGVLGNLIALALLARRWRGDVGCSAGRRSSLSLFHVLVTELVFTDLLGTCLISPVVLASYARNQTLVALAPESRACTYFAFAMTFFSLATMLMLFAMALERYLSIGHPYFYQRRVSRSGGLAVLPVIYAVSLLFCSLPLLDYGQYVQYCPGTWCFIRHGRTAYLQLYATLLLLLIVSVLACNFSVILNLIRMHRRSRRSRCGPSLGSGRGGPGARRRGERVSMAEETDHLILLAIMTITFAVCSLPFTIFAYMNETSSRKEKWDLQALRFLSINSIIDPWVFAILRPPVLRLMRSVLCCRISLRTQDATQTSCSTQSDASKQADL
EP2 antag – inhibitors of human EP2 prostaglandin E2 receptor; inhibition, % at 25 µM; C6 glioma cells expressing human EP2, cAMP TR-FRET; cells stimulated with saturating PGE2; P43116; AID 1422; 260,000 tested, 0.52% active;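 active = percent inhibition above 40 after rounding to a whole number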;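 note: rat C6 glioma host cells with rolipram phosphodiesterase inhibitor present; the protocol text gives 20 µM as final concentration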
Active calls of the source: *.

Under each structure: EP2 mod | EP2 antag
> Nc1ncnc2c1ncn2[C@H]1O[C@@H](C(=O)OCCO)[C@H](O)[C@H]1O
  28 | 7
> CC(C)C(c1nnnn1Cc1ccc2c(c1)OCO2)N1CCN(C2CCCCC2)CC1 (configuration not stated)
  -11 | 11
> CCC1=NN(C(=O)COc2ccc(C#N)cc2)C(O)(C(F)(F)F)C1 (configuration not stated)
  -76 | 14
> O=C(Cc1cccc(Cl)c1)N1CCC(n2cnc3cccnc32)CC1
  6 | 8
> COc1cccc(CC(=O)N2CCC(n3nc(-c4ccoc4C)oc3=O)CC2)c1
  -21 | 8
> COc1cc2cc(C)c(SCC(=O)Nc3ccc(NC(C)=O)cc3)nc2cc1OC
  -10 | 13
> COCc1[nH]nc2c1C1(C(=O)Nc3ccccc31)C(C#N)=C(N)O2 (configuration not stated)
  -6 | 6
> O=C(O)c1cnn2cc(-n3cc([N+](=O)[O-])cn3)cnc12
  10 | 16
> CC[C@@H](Cn1nc(-c2cccs2)ccc1=O)NC(=O)CCn1ncc2ccccc21
  -25 | 4
> Cc1ccc(NC(=O)COC(=O)c2ccccn2)c(C)c1
  -9 | 9
> Cc1cccc2cc(CN(Cc3ccco3)C(=S)NCc3ccco3)c(=O)[nH]c12
  10 | 16
> COCCCn1c(SCC(=O)Nc2cccc(OC)c2)nc2ccccc2c1=O
  -3 | 7
> COCc1nnc(NC(=O)c2cc(OC)cc(OC)c2)s1
  -43 | 7
> COc1cc(C)c(CN(CCN(C)C)Cc2ccccn2)cc1OC
  14 | 7
> COCCNC(=O)Cn1cnc2c(cnn2-c2ccccc2Cl)c1=O
  -1 | 14
> CNC(=O)C1CCN(S(=O)(=O)c2cc(OC)ccc2OC)CC1
  -13 | 13
> COc1ccc(S(=O)(=O)N2CCC(C(=O)Nc3ccccc3C)CC2)cc1C
  -46 | 11
> COc1ccccc1N1CCN(CCN(C(=O)c2ccc(F)cc2)c2ccccn2)CC1
  17 | 16
> CC(C)C(=O)N1CCc2cc(C(O)CN3CCN(c4cnccn4)CC3)ccc21 (configuration not stated)
  -18 | 4
> N#Cc1cc2c(nc1SCC(=O)c1cccc(Cl)c1)CCCCC2
  39 | 17
> COc1ccc(C2(NCc3ccc(OC)c(CN4CCOCC4)c3)CC2)cc1
  -23 | 8
> CC(C)(Oc1ccc(Cl)cc1)C(=O)O
  12 | 14
> CC(C)C1CCC(C)C(OC(=O)C[n+]2cccc(C(=O)NCCO)c2)C1 (configuration not stated)
  7 | 12
> COc1ccc(C)cc1S(=O)(=O)N1CCC(C(N)=O)(N2CCCCC2)CC1
  -39 | 0
> CCCc1nc(SCC(=O)NC(C)(C)C)c2ccccc2n1
  25 | 8
> Cc1ccc2c(c1)c1c3n2CCN(C(=O)CN2CCCC2)C3CCC1 (configuration not stated)
  -116 | 9
> Cc1ccc(-n2nnnc2CSc2nnc3n2C(C)(C)Cc2ccccc2-3)cc1
  -51 | 6
> CCOc1ccc(-c2nnc(NC(=O)CC)s2)cc1
  30 | 11
> CCOc1ccc(C(=O)Nc2sc3c(c2C#N)CCC3)cc1
  6 | 10
> CC(C)C(=O)NCCc1nc2ccccc2[nH]1
  15 | 9
> Cc1cc2cc3c(cc2n2c(=O)n(CC(=O)N4C(C)CCCC4C)nc12)OCO3 (configuration not stated)
  -64 | 5
> COc1ccc(C(=O)Nc2sc(C(=O)N3CCCCC3)c(C)c2C#N)cc1OC
  6 | 9
> CCC(c1nnnn1CCOC)N(Cc1ccc(F)cc1)Cc1cc2cc(C)c(C)cc2[nH]c1=O (configuration not stated)
  18 | 14
> Cc1cccc(NC(=O)c2cc3cc(Cl)ccc3oc2=O)c1
  -8 | 17
> COC(=O)c1c(NC(=O)c2ccc(OC)c(OC)c2)sc(C(=O)Nc2cc(C)cc(C)c2)c1C
  5 | 6
> O=C(NC1CCCCC1)c1nc2ncccn2n1
  -33 | 11
> O=C(c1ccccc1Cl)n1c(=O)oc2ccccc21
  50 | 11
> COc1ccc(F)cc1C(=O)CSc1nnc(-c2ccco2)o1
  -24 | 15
> O=S(=O)(c1ccccc1)N1CN2CN(C1)CN(S(=O)(=O)c1ccccc1)C2
  33 | 38
> O=[N+]([O-])c1ccc(S(=O)(=O)Cc2ccccc2)c([N+](=O)[O-])c1
  11 | 12

Molecules from the list above with a thiophene ring, fused or not, in the order listed:
Under each structure: EP2 mod | EP2 antag
> CC[C@@H](Cn1nc(-c2cccs2)ccc1=O)NC(=O)CCn1ncc2ccccc21
  -25 | 4
> CCOc1ccc(C(=O)Nc2sc3c(c2C#N)CCC3)cc1
  6 | 10
> COc1ccc(C(=O)Nc2sc(C(=O)N3CCCCC3)c(C)c2C#N)cc1OC
  6 | 9
> COC(=O)c1c(NC(=O)c2ccc(OC)c(OC)c2)sc(C(=O)Nc2cc(C)cc(C)c2)c1C
  5 | 6

(list continues)
Under each structure: EP2 mod | EP2 antag
> CSc1ccc(NC(=O)NCCCNc2nc3cc(C)cc(C)c3cc2C#N)cc1
  11 | 3
> O=C(CN1CCC(n2nnc3cc(F)ccc32)CC1)Nc1cccc(I)c1
  -23 | 7
> CC(C)=CCNc1ncnc2nc[nH]c12
  -3 | 11
> COc1ccccc1NC(=O)N(Cc1cc2ccc(C)c(C)c2[nH]c1=O)C1CCCCC1
  -47 | 11
> Cc1ccccc1C1(O)CCN(Cc2cn[nH]c2-c2ccc(O)cc2)CC1
  0 | 2
> COc1ccc(C2Sc3ccccc3N(CCN(C)C)C(=O)C2OC(C)=O)cc1 (configuration not stated)
  13 | 12
> COc1ccccc1C(=O)N1CCN(Cc2cccc(OC)c2OC)CC1
  -27 | 7
> CCC(=O)Nc1cc(NC(=O)CSc2nc3cc(C)c(C)cc3cc2CC)ccc1C
  -5 | 7
> COC(=O)c1cccc(S(=O)(=O)N(Cc2ccco2)Cc2cc3cc(C)c(C)cc3[nH]c2=O)c1
  -33 | 8
> CNC(=O)C1CCN(S(=O)(=O)c2ccccc2)CC1
  11 | 6
> CC1=CN2C(=NC(=O)CC2(C)C(=O)N(CC(=O)NC2CCCC2)C2CCCC2)C=C1 (configuration not stated)
  20 | 10
> CC1CCCN(C(=O)CN2CCC(c3ccc4c(c3)OCO4)CC2)C1 (configuration not stated)
  -34 | 6
> CCc1ccc2nc3sc(C(=O)N4CCCC(C)C4)c(N)c3cc2c1 (configuration not stated)
  -136 | 11
> O=C(CN1C(=O)[C@@H]2CCCN2C(=O)c2ccccc21)N1CCCCC1
  -20 | 7
> CCCn1c(CN2CCC(O)(c3ccc(C)cc3)CC2)nc2ccccc21
  19 | 5
> COc1cc(C2/C(=C(/O)c3ccccc3)C(=O)C(=O)N2CCN2CCOCC2)ccc1O (configuration not stated)
  14 | 9
> O=C(CSc1nc2sc3c(c2c(=O)[nH]1)CCCC3)c1ccc(Cl)cc1
  -102 | 11
> OC[C@H]1O[C@@H](O)[C@H](N=Cc2ccc3c(c2)OCO3)[C@@H](O)[C@@H]1O
  -13 | 13
> C=CCOc1cccc(C2C(C(=O)c3ccco3)=C(O)C(=O)N2Cc2cccnc2)c1 (configuration not stated)
  8 | 6
> O=C(Nc1nc2c(s1)COc1ccccc1-2)c1ncoc1-c1ccc(F)cc1
  -60 | 3
> COc1cc2c(cc1CN(CCN(C)C)Cc1ccncc1)OCO2
  -1 | 10
> COc1cc(NC(=O)c2sc3nc4ccc(OC)cc4cc3c2N)cc(OC)c1
  -38 | 8
> COc1cc2[nH]c(=O)c(C(=O)NCc3ccccc3Cl)c(O)c2cc1OC
  -36 | 17
> O=C(NC1CCCC1)C(c1cccs1)N(C(=O)Cc1cccs1)c1cccc(F)c1 (configuration not stated)
  21 | 12
> Clc1cc(Cl)c2c(c1)NC(c1ccncc1)C1CC=CC21 (configuration not stated)
  -39 | 4
> CCOC(=O)Cc1[nH]nc2c1C(c1ccccc1F)C(C#N)=C(N)O2 (configuration not stated)
  26 | 13
> COc1cccc(/C(O)=C2/C(=O)C(=O)N(Cc3ccco3)C2c2ccc(OC)c(OC)c2)c1 (configuration not stated)
  24 | 23
> CCn1cc(C(=O)N2C[C@H](C(=O)O)[C@@H](c3ccc(F)cc3)C2)c(C)n1
  9 | 7
> O=C(Nc1ccc2oc(=O)ccc2c1)c1ccc(F)cc1
  -65 | 13
> NC(=O)C1CCN(C(c2ccccc2)c2nnnn2Cc2ccco2)CC1 (configuration not stated)
  -5 | 3
> O=C(c1ccccc1F)C1CCCN(C(=O)c2n[nH]c3c2CCCC3)C1 (configuration not stated)
  2 | 6
> CC(C)C(=O)Nc1nnc(SCC(=O)NC2CCCCC2)s1
  10 | 10
> CCn1nc(C)c(NC(=O)Cn2ncc3cccn3c2=O)c1C
  -20 | 0
> COCCNCC(=O)N1CCc2ccccc21
  11 | 8
> CCn1c(SCc2ccccc2Cl)nnc1-c1ccncc1
  -43 | 4
> CCN1CCCC1CN(Cc1ccccn1)Cc1cc2c(cc1OC)OCO2 (configuration not stated)
  -32 | 2
> COc1ccc(-c2cc(=O)c3c(O)cc(O[C@H]4O[C@H](CO[C@@H]5O[C@@H](C)[C@H](O)[C@@H](O)[C@H]5O)[C@@H](O)[C@H](O)[C@H]4O)cc3o2)cc1
  2 | 10
> COc1ccc(C2(NC(=O)Cn3c(C)nc4ccccc43)CCCCC2)cc1
  -41 | 10
> COCCNC(=O)CN(C(=O)CCC(=O)Nc1nccs1)c1cc(C)cc(C)c1
  8 | 2
> CC1CCCCN1C(=O)c1ccccc1I (configuration not stated)
  -12 | 15
> CC[C@@H](Cn1nnc2ccccc2c1=O)NC(=O)Cc1ccc(OC)cc1
  -5 | 5
> Cc1occc1-c1nnc(SCC(=O)NC(C)(C)C)n1Cc1ccco1
  -1 | 10
> COc1ccccc1CCCNC(=O)Cn1cnc2sc(C)cc2c1=O
  -9 | 6
> C=CCNC(=O)c1c(NC(=O)c2ccc(OC)c(OC)c2)sc2c1CCCC2
  66* | 7
> Cn1c(=O)[nH]c(=O)c2c1nc(Sc1nc3ccccc3[nH]1)n2CCCc1ccccc1
  -36 | 8
> COc1ccc(NC(=O)CSc2nc(-c3ccco3)cc(C(F)(F)F)n2)cc1OC
  -71 | 7
> COc1cccc(-c2nnn(CC(=O)Nc3ccc(N(C)C)cc3)n2)c1
  -11 | 3
> COc1cc(C)cc(OC)c1/C=C/C(=O)O
  24 | 6
> COc1ccc(C(=O)NNC(=O)CSc2nnc3n(C)c(=O)c4ccccc4n23)cc1
  20 | 9
> CC1CN(c2nc3c(c(=O)[nH]2)CCN(Cc2ccc(-c4ccccc4)cc2)C3)CC(C)O1 (configuration not stated)
  -2 | 3
> NC(=O)c1cccc(N)c1
  15 | 9
> CCC(=O)Nc1cc(NC(=O)c2ccco2)ccc1OC
  6 | 12
> COCC(=O)Nc1nnc(SCC(=O)N(C2CCCCC2)C2CCCCC2)s1
  27 | 9
> O=C(O)CCCC(=O)Nc1ccc2c(c1)OCO2
  15 | 6
> COc1ccccc1NC(=O)N(CCc1ccccc1)Cc1cc2c(C)cc(C)cc2[nH]c1=O
  17 | 13
> COc1ccc(NC(=O)N(Cc2ccc3c(c2)OCO3)Cc2cc3ccc(OC)cc3[nH]c2=O)cc1
  -1 | 17
> CCOC(=O)c1cnc(SCC(=O)NC2CCCCC2)nc1N
  22 | 6
> COc1ccc(CN(Cc2cncn2Cc2ccccc2)CC2CCCO2)cc1 (configuration not stated)
  19 | 8
> CCn1c(CNc2ccc(F)cc2)n[nH]c1=S
  -10 | 19
> CCC(=O)N1CCN(c2ccc(NC(=O)c3cccnc3)cc2)CC1
  -14 | 4

Next entries follow:
Under each structure: EP2 mod | EP2 antag
> COc1ccc2c(c1)c(CN1CCN(CCOc3ccccc3)CC1)cn2CC(N)=O
  -13 | 3
> CCc1cc2ccccc2nc1SCC(=O)c1ccc(F)cc1
  27 | 11
> CCOC(=O)c1cnc2c(Cl)cccc2c1NCCCN1CCOCC1
  -40 | 10
> Cn1c(=O)[nH]c(=O)c2c1nc(N1CCC(C(N)=O)CC1)n2Cc1ccccc1F
  -24 | 6
> CC1CCCC(C)N1C(=O)CSc1nc(-c2cccs2)cc(C(F)(F)F)n1 (configuration not stated)
  8 | 13
> COc1ccc(C(NC(=O)C(C)c2ccccc2)c2nccn2C)cc1 (configuration not stated)
  4 | 4
> CCOC(=O)C1CCN(C(=O)CN(c2cccc(Cl)c2)S(C)(=O)=O)CC1
  -22 | 7
> N#CCn1cc(/C=C2\C(=O)NC(=O)N(c3ccc(Cl)cc3)C2=O)c2ccccc21
  -107 | 84*
> O=C(O)C[C@H](NC(=O)CP(=O)(O)O)C(=O)O.[NH-][C@@H]1CCCC[C@H]1[NH-].[Pt]
  9 | 40*
> O=C(Nc1cccc(O)c1)/C(=C\c1ccncc1)NC(=O)c1ccccc1
  12 | 15
> COC(=O)c1ccc(N(CC(=O)NC2CCCC2)C(=O)CNC(=O)c2cccs2)cc1
  -26 | 6
> CCn1ccnc1CC1COc2ccccc2O1 (configuration not stated)
  -2 | 9
> COc1ccc(C(=O)Nc2cccc(-c3nc4cc(C)ccc4o3)c2)cc1OC
  -58 | 12
> CNC(=O)CSc1nnc(-c2cccc(C#N)c2)n1C
  17 | 10
> Cc1ccnn1CCC(=O)NC1(c2ccc(F)cc2)CCCC1
  -30 | 7
> COc1ccc(Br)cc1S(=O)(=O)N1CCN(C)CC1
  -7 | 8
> CCOc1ccc(NC(=O)CSc2nnc(-c3ccc(Br)cc3)o2)cc1
  26 | 9
> COc1cccc2c1[C@@H]1CN(CCCCn3c(=O)[nH]c4c(sc5ncc(-c6ccccc6)nc54)c3=O)C[C@@H]1CO2
  1 | 12
> c1ccc2c(Cc3c[nH]c4ccccc34)c[nH]c2c1
  4 | 10
> O=C(COc1ccc(S(=O)(=O)N2CCCC2)cc1)Nc1ccc(Cl)cc1Cl
  -33 | -1
> CCC[N+]1(CCC)CC2=Cc3c(ccc4ccccc34)CC2C1 (configuration not stated)
  28 | 6
> Nc1nc2c(c(=O)[nH]1)CCC2
  -6 | 6
> Cn1c2ccccc2c2nnc(SCC(=O)c3ccc(F)cc3)nc21
  -12 | 1

Screening data deposited in PubChem BioAssay by Emory University Molecular Libraries Screening Center.

A portion of the library; count on the stated rates, not on these rows.
